Source: PubChem
NR3A LBD binder – modulators (binders) of human NR3A ligand-binding domain; AID 1259313; Tm shift relative to glycine control, % at 25 µM; NR3A LBD differential scanning fluorimetry, Tm shift; 0% = protein alone, 100% = glycine-bound protein; actives 2.5% (n = 340,000);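 active = melting temperature shift of at least 10% of the positive control shift, at one fixed dose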
HKDC1 inhibitor – inhibitors of human hexokinase HKDC1; Q2TB90; recombinant HKDC1, G6PDH/diaphorase resazurin coupled fluorescence; inhibition, % at 20 µM; actives 0.16% (n = 340,000); AID 493160;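 active = inhibition above about 35% when tested at 20 µM, limit read from the data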;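 also: plate controls were DMSO wells with enzyme for no effect and DMSO wells lacking enzyme for full effect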
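Material – in-house recombinant HK5 (HKDC1) enzyme · Quantity – HKDC1 at 5 µg/mL · Buffer or medium – pH 8.0 Tris buffer with 10 mM MgCl2 · Reagent – glucose with 1 mM ATP · Dosing – single 20 µM dose · Times – reaction time 90 min, room temperature, protected from light · Technique – resorufin fluorescence at 613 nm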
PfGluPho inh – PfG6PD (Plasmodium falciparum) enzyme inhibition; PfGluPho enzyme, NADPH resazurin-diaphorase fluorescence; AID 504690; inhibition, % at 20 µM; actives 0.78% (n = 350,000);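 active = inhibition reaching at least a set limit at 20 µM in the primary screen, cut at about 59% in these data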;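 also: 0% = DMSO wells with substrate and 100% = DMSO wells lacking glucose-6-phosphate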
SENP6 block – SENP6 protease inhibition; Q9GZR1; Recombinant SENP6 catalytic domain, aminoluciferin luminescence; actives 1.8% (n = 330,000); inhibition, % at 10 µM; AID 2599;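 active = inhibition above about 50% at the single tested dose, limit read from the data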;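 also: plate controls were DMSO wells with enzyme for no effect and DMSO wells lacking enzyme for full effect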
MPTP inh – blocks calcium-induced mitochondrial swelling; isolated mouse mitochondria, Ca2+ swelling absorbance, 30 min; actives 1.4% (n = 360,000); inhibition, % at 10 µM;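 active = inhibition of 50% or more, scaled per plate between neutral and stimulator controls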;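 also: 0% = DMSO wells given calcium and 100% = 1 mM EGTA wells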
SENP7 inh – inhibitors of human SENP7 protease; Q9BQF6; recombinant SENP7, Z-RLRGG-aminoluciferin luminescence, 40 min; inhibition, % at 5 µM; actives 1.5% (n = 330,000); AID 434973;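 active = inhibition above about 50% at the single test dose, limit read from the data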;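 also: plate controls were DMSO with enzyme for no effect and no enzyme buffer wells for full effect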
Target sequence (Q9BQF6 706-1050 limits assumed): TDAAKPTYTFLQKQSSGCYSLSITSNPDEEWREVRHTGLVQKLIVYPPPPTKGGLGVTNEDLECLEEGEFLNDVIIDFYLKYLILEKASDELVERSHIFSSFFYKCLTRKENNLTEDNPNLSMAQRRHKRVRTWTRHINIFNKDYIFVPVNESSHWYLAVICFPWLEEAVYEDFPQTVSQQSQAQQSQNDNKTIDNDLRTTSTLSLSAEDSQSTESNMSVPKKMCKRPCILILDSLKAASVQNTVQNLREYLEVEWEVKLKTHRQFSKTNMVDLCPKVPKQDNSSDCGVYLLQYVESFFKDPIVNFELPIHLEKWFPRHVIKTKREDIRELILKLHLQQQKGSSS
ATG4B inhibitor – ATG4B (human) cysteine protease inhibition; Q9Y4P1; ATG4B cleavage of LC3-PLA2, NBD-HPC fluorescence, 1 h; inhibition, % at 8.33 µM; actives 0.51% (n = 340,000); in the data active = inhibition above about 40%
SENP8 block – SENP8 (human) protease inhibition. Q96LD8. recombinant SENP8, Nedd8 substrate fluorescence. inhibition, % at 20 µM. actives 0.64% (n = 360,000); in the data active = inhibition mostly above about 40%, no sharp cut-off; inactive = mostly below about 27%
Target sequence (Q96LD8 whole entry, looked up): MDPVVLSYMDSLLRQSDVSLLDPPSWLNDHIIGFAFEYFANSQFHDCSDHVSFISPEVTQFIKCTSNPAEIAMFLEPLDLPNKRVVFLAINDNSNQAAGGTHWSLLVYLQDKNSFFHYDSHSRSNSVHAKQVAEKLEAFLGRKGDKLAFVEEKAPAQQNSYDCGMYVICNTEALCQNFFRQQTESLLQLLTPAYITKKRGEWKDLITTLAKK
The depositor's hits bear a star; / = no result given. Compounds as they come. Share with any hit: about 6.9%.

SMILES	NR3A LBD binder	HKDC1 inhibitor	PfGluPho inh	SENP6 block	MPTP inh	SENP7 inh	ATG4B inhibitor	SENP8 block
Cc1onc(-c2ccccc2Cl)c1C(=O)NCC(=O)O	0.6	-0.6	-9.3	2.8	-0.7	2.0	-11.5	1.8
CCCCn1c(N)c(N(CC(C)C)C(=O)c2cc(C)oc2C)c(=O)[nH]c1=O	0.2	8.6	-11.5	4.8	-1.7	10.7	5.7	-5.3
c1ccc(Cn2nnc3c(N4CCCCCC4)ncnc32)cc1	-0.9	0.3	-5.8	-4.0	0.4	4.5	4.0	0.6
O=C1c2ccccc2CN1CCSC(=S)N1CCOCC1	-3.8	-1.0	17.2	-4.9	0.1	-6.4	-5.0	5.5
O=C1N/C(=N\c2ccccn2)SC1Cc1ccccc1Cl (stereo unspecified)	-1.2	-4.4	-11.8	-5.4	1.1	14.5	1.8	7.8
O=C(O)c1cccc(S(=O)(=O)Nc2ccccc2C(=O)NCCc2ccccc2)c1	4.1	-2.1	-35.9	-3.2	0.0	-7.2	-1.7	-26.4
O=C(NC1CCN(Cc2ccccc2)CC1)c1ccccc1Cl	0.3	1.1	3.5	8.8	0.3	6.5	-3.0	2.1
O=C(NC1CCCCC1)C(c1ccncc1)N(C(=O)c1ccco1)c1ccc(F)cc1 (stereo unspecified)	-0.7	2.6	7.3	10.3	1.7	3.3	-6.7	6.9
Cc1ccc(CC(=O)N2CCN(c3ccc([N+](=O)[O-])cc3)CC2)cc1	-1.2	-0.2	0.1	7.3	0.0	0.3	0.3	16.2
C=CCn1c(C)cc(-c2csc(NC(=O)C3=COCCO3)n2)c1C	-1.1	2.8	11.4	10.0	-2.5	6.3	2.0	-23.5
Cc1c(C(C)(C)O)[nH]c2cc(C(F)(F)F)ccc12	-1.9	-1.4	13.3	-17.2	-0.6	-2.0	-7.8	-11.9
CC(C)CNC(=O)CC(c1ccccc1)c1c(O)ccc2ccccc12 (stereo unspecified)	-12.9	8.7	21.1	-18.3	6.6	-0.1	-9.6	-95.1
Cc1cc(C)cc(NC(=O)CN2CCC(NC(=O)c3cccc(F)c3)CC2)c1	-0.3	-8.4	5.7	-30.1	0.1	-5.2	0.9	14.9
CC(=O)N1N=C(c2cccc(NS(=O)(=O)c3ccc(C)cc3)c2)CC1c1ccco1 (stereo unspecified)	-4.1	5.2	-13.5	-3.4	0.2	14.0	-9.6	-6.8
Cc1ccc(NS(=O)(=O)c2ccc(C(=O)OCC(=O)Nc3cc(C)on3)cc2)cc1	0.0	-6.1	-12.3	/	-1.5	/	-11.8	10.1
O=C(Cn1ncc2c(=O)oc3ccccc3c21)N1CCN(C(=O)c2ccco2)CC1	-0.7	-7.2	1.4	-7.0	-0.5	-2.7	-4.5	16.2
CC(NC(=O)c1ccc(=O)oc1)c1ccccc1 (stereo unspecified)	0.9	-8.6	-1.4	-35.4	0.0	-5.3	-8.9	5.4
COCc1cc(C)nc(Oc2ccccc2)c1C#N	-0.4	-2.1	-1.5	-6.4	0.9	5.2	-11.1	-4.8
Cc1ccc(S(=O)(=O)Oc2ccc(/C=C3\N=C(c4cccc(C)c4)OC3=O)cc2)cc1	0.3	13.3	3.7	-7.7	0.5	-5.1	-9.7	-67.4
O=C(Cn1cc2c(n1)CCCC2)NCc1cccnc1	-0.3	-2.2	-0.2	-5.0	-0.6	-2.3	-5.8	12.8
O=C1CCC(Cc2ccccc2)N1 (stereo unspecified)	/	-10.2	2.4	-23.1	-0.1	11.4	1.7	6.2
CCN(CC)CCNC(=O)c1cn(CC)c2ccc(S(=O)(=O)N3CCc4ccccc4C3)cc2c1=O	0.7	-0.8	-1.0	0.6	-2.6	-4.8	-2.0	-2.6
CC(=O)Nc1ccc2c(c1)nc1n2CCOC1	1.6	-4.8	6.4	-10.2	-1.0	-17.0	11.3	16.8
CCOCCn1c(CN(Cc2ccccc2)Cc2ccccc2)nc2c1c(=O)[nH]c(=O)n2C	0.5	11.6	-6.7	4.1	-1.9	10.3	6.6	6.4
CCCCOCCCNC(=O)c1cccs1	-1.6	-2.9	-21.5	-10.4	-2.6	37.1	-2.5	6.1
Nc1ccc2nc(SCC(=O)N3CCN(c4ccccc4)CC3)sc2c1	1.2	11.0	-0.9	-3.5	2.7	-3.3	4.4	-20.1
COc1cccc(CNC(=O)C(=O)NCC(c2ccco2)N2CCOCC2)c1 (stereo unspecified)	0.9	-0.8	8.0	16.4	9.9	-1.2	-1.5	1.2
O=C(COC(=O)c1cccc(C(=O)OCC(=O)NCc2ccc(F)cc2)n1)NCc1ccc(F)cc1	-11.2	-1.6	-9.2	-5.1	1.5	-2.0	0.6	22.4
CCn1c(C)nc2cc(C(=O)NNC(=O)c3ccc(Cl)nc3)ccc21	-0.6	-0.5	-7.5	1.9	-0.3	-1.0	-0.2	13.1

Filtered by structure: those above with two or more sulfur atoms
SMILES	NR3A LBD binder	HKDC1 inhibitor	PfGluPho inh	SENP6 block	MPTP inh	SENP7 inh	ATG4B inhibitor	SENP8 block
O=C1c2ccccc2CN1CCSC(=S)N1CCOCC1	-3.8	-1.0	17.2	-4.9	0.1	-6.4	-5.0	5.5
Nc1ccc2nc(SCC(=O)N3CCN(c4ccccc4)CC3)sc2c1	1.2	11.0	-0.9	-3.5	2.7	-3.3	4.4	-20.1

Retrieved by compound from the list above, 3 records:
SMILES	NR3A LBD binder	HKDC1 inhibitor	PfGluPho inh	SENP6 block	MPTP inh	SENP7 inh	ATG4B inhibitor	SENP8 block
O=C(COC(=O)c1cccc(C(=O)OCC(=O)NCc2ccc(F)cc2)n1)NCc1ccc(F)cc1	-11.2	-1.6	-9.2	-5.1	1.5	-2.0	0.6	22.4
O=C(Cn1ncc2c(=O)oc3ccccc3c21)N1CCN(C(=O)c2ccco2)CC1	-0.7	-7.2	1.4	-7.0	-0.5	-2.7	-4.5	16.2
CC(=O)Nc1ccc2c(c1)nc1n2CCOC1	1.6	-4.8	6.4	-10.2	-1.0	-17.0	11.3	16.8

Part of the list above in a different format:
SMILES,NR3A LBD binder,HKDC1 inhibitor,PfGluPho inh,SENP6 block,MPTP inh,SENP7 inh,ATG4B inhibitor,SENP8 block
O=C1N/C(=N\c2ccccn2)SC1Cc1ccccc1Cl (stereo unspecified),-1.2,-4.4,-11.8,-5.4,1.1,14.5,1.8,7.8
Cc1onc(-c2ccccc2Cl)c1C(=O)NCC(=O)O,0.6,-0.6,-9.3,2.8,-0.7,2.0,-11.5,1.8
